High-throughput results as filed in PubChem.
GC-B act: GC-B (human) receptor activation. HEK293-GC-B cells, CNP EC30, cGMP TR-FRET; 0% at EC30 CNP, 100% saturating CNP. activation, % at 10 µM. 370,000 compounds, 0.11% hits. AID 1920062;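 active = activation at 10 µM reaching about 35% in either raw or pattern-adjusted values, limit read from the data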
Rev-erbA mod: Rev-erb alpha (human) modulation. P20393. Rev-erbα–FITC-DNA binding, fluorescence polarization, 90 min. activity, % at 10 µM. 370,000 compounds, 0.79% hits;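 active = activity above about 14%, limit read from the data; passing the limit was not always enough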;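 note: 0% = DMSO wells with 35 nM protein and 100% = DMSO wells with 750 nM protein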
SMARCA2 act: SMARCA2 function activation, primary screen | MG213 cells, MMTV-luciferase reporter, dexamethasone, overnight | activation, % at 9.1 µM | 370,000 compounds, 1% hits; in the data active = activation above about 7.8%;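 note: 0% = vehicle wells and 100% = reference activator wells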
ABHD4 inh: inhibitors of mouse ABHD4 | Q8VD66 | purified mABHD4, FP-Rh probe fluorescence polarization | inhibition, % at 8.92 µM | 370,000 compounds, 0.54% hits | AID 720543;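 active = inhibition exceeding the mean over every tested compound plus 3 SD, cut at about 30% in these data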;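 note: 0% = plate median of compound wells and 100% = S159A mutant with DMSO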
Target sequence (Q8VD66 whole entry, looked up): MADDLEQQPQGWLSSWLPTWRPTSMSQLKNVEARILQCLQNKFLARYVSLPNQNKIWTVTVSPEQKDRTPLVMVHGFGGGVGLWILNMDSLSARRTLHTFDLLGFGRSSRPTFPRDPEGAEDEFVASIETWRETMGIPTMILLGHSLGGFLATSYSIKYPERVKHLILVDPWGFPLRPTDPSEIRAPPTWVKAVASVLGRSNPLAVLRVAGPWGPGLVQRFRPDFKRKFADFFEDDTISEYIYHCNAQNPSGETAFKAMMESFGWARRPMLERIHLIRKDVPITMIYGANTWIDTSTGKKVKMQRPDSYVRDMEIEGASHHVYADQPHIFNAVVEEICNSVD
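assay system = mABHD4 protein | compound dosing = single nominal dose of 8.92 µM, 0.89% DMSO final | read-out basis = percent inhibition of probe binding, normalized to plate controls | schedule = Enzyme–compound pre-incubation 45 min, then probe 60 min, both 25 °C | detection = fluorescence polarization, excitation 525 nm, emission 598 nm, BODIPY TMR filters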
PG9 binder: binds the HIV-1 gp120 antibody PG9; TR-FRET gp120-PG9 antibody binding; inhibition, % at 6.7 µM; 360,000 compounds, 0.43% hits; AID 624416; in the data active = inhibition above about 8.5%
HTRA1 inh: blocks human HTRA1 serine peptidase; Q92743; recombinant HTRA1, FP-rhodamine activity-based probe, fluorescence polarization; inhibition, % at 5.96 µM; 340,000 compounds, 0.5% hits; AID 504803; in the data active = inhibition above about 36%;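 note: 0% = enzyme with DMSO and 100% = wells lacking enzyme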
NPR1 activator: GC-A (human) enzyme activation. P16066. HEK293 GC-A cells, cGMP TR-FRET, EC30 ANP; 0% at EC30 ANP, 100% saturating ANP. activation, % at 10 µM. 370,000 compounds, 0.14% hits; in the data active = activation above about 40%
rCAG RNA binder: molecules binding r(CAG) RNA repeats | r(CAG) RNA repeat, TO-PRO-1 dye displacement fluorescence | 370,000 compounds, 1.3% hits | AID 651821 | inhibition, % at 3 µM;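 active = inhibition above the plate cutoff, the mean of all test compounds on that plate plus 3 SD, cut at about 35% in these data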;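 note: 0% = DMSO alone and 100% = 100 µM mitoxantrone as full dye displacement; higher means more dye released from RNA so lower well fluorescence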
ASAP1 GAP inh: inhibitors of human ASAP1 ArfGAP activity. inhibition, % at 16.5 µM. 360,000 compounds, 0.19% hits. ASAP1-stimulated ARF1 GTP hydrolysis, GDP FP detection. Q9ULH1; in the data active = inhibition above about 25%;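 note: 0% = vehicle with enzyme and substrate and 100% = no enzyme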
Target sequence (Q9ULH1 325-724 limits assumed): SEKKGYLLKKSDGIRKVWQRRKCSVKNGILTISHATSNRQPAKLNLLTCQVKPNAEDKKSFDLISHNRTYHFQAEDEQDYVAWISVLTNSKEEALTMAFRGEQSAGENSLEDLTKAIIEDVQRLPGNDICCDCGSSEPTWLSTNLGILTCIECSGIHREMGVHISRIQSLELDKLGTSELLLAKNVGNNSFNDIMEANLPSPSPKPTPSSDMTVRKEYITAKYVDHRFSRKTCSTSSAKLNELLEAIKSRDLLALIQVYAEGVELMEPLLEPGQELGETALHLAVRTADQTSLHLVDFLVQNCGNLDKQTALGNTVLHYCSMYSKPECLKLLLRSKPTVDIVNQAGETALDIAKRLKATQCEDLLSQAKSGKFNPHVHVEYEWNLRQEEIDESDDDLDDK
ARFGAP1 inh: inhibitors of rat ARFGAP1. AID 651572. inhibition, % at 16.5 µM. 360,000 compounds, 0.26% hits. Arfgap1-stimulated ARF1 GTP hydrolysis, GDP FP detection;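 active = inhibition above a per-plate limit, mean inhibition of low control wells plus 3 SD, cut at about 25% in these data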;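 note: 0% = DMSO wells with enzyme and 100% = wells lacking Arfgap1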
Target sequence (Q62848 1-136 limits assumed): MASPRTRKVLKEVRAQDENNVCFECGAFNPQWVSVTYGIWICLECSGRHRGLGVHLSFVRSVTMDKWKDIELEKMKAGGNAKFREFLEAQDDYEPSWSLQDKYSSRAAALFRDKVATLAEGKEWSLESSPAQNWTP
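Assay system: purified rat His6-Arfgap1 residues 1-136 (GAP domain); Reagent: human Δ17 ARF1 bound to GTP; Dosing: 16.5 µM single point, 1.26% DMSO; Times: GTP hydrolysis reaction 2 h at 25 °C; Signal: FP, GDP Alexa 633 tracer displaced from anti-GDP antibody, 620/688 nm; Measure: % inhibition from polarization.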
Starred values were filed as active, the others as inactive; . = not tested or not shown.

nr	SMILES	GC-B act	Rev-erbA mod	SMARCA2 act	ABHD4 inh	PG9 binder
1	CCOC(=O)NC(CC(=O)O)c1ccc(OCC)cc1 (centres undefined)	5	24	-2	5	-0.3
2	Nc1cc(SCc2ccc(Cl)cc2Cl)ncn1	0	9	-2	-3	-0.5
3	O=C(c1cc(S(=O)(=O)N2CCOCC2)ccc1Cl)N1CCc2ccccc2C1	-5	1	-3	3	1.1
4	CC[C@@]1(C(=O)OC)N[C@H](CN(C)S(=O)(=O)c2ccccc2)[C@@H]2C(=O)N(C)C(=O)[C@@H]21	0	2	-4	2	1.6
5	COc1ccc(CCNC(=O)CNC(=O)c2ccc3c(c2)OCO3)cc1OC	0	2	0	0	-1.1
6	COCCCNC(=O)c1sc2ncnc(N3CCc4ccccc4C3)c2c1C	-3	2	-4	-6	2.0
7	CC(=O)N1CCN(c2ccc(NC(=O)c3ccco3)cc2Cl)CC1	-2	1	0	5	-1.6
8	Cc1cccc(C(=O)NCC(=O)OCc2nnc(-c3ccccc3)o2)c1	-2	-3	-3	-5	0.6
9	CCOc1ccc(Nc2oc(-c3cccc(Cl)c3)nc2C#N)cc1	3	0	1	5	0.2
10	Cc1cccc(CCNC(=O)c2ccc(Sc3ccccc3Cl)c([N+](=O)[O-])c2)c1	-1	12	4	-8	.

nr	HTRA1 inh	NPR1 activator	rCAG RNA binder	ASAP1 GAP inh	ARFGAP1 inh
1	-2	1	-3	2	-2
2	-11	5	3	-2	-1
3	3	1	-9	-3	4
4	5	0	0	6	-9
5	1	3	-1	4	8
6	-7	1	-3	6	16
7	11	1	-4	-11	-3
8	-4	-3	3	0	-6
9	-20	4	2	-1	8
10	.	2	2	.	.

Additional results:
nr	SMILES	GC-B act	Rev-erbA mod	SMARCA2 act	ABHD4 inh	PG9 binder
11	Clc1cccc(Cl)c1COn1nnc2ccccc21	-5	1	0	3	-2.1
12	Fc1ccc(C2=NN(c3ccccc3)C(c3ccco3)C2)cc1 (centres undefined)	-5	5	-2	7	1.9
13	CC(C)c1ccc(NC(=O)Cc2ccc(NC3=NC4CS(=O)(=O)CC4S3)cc2)cc1 (centres undefined)	-5	0	-1	-7	-1.6
14	CCN(CCn1cccn1)C(=O)c1cc(COc2ccc(F)cc2Cl)on1	4	9	0	-1	1.0
15	O=C(COC(=O)c1cc(=O)[nH]c2ccccc12)Nc1cccc(S(=O)(=O)N2CCOCC2)c1	-11	4	-2	-1	0.5
16	CN(C)CCN(Cc1ccccc1)S(=O)(=O)c1ccc2c(c1)n(C)c(=O)c(=O)n2C	-2	-2	0	0	0.2
17	COc1ccc(C(CC(=O)O)N2Cc3ccccc3C2=O)cc1 (centres undefined)	-2	2	-1	2	-0.5
18	COc1ccc(NC(=O)COC(=O)c2c3c(nc4ccccc24)CCCC3)cc1	5	3	-2	-2	-1.6
19	COc1ccc(NS(=O)(=O)c2ccc(NC(=O)CCNS(=O)(=O)c3ccc(C)cc3)cc2)cc1	1	7	-2	-6	0.7
20	O=C(NCc1nc2ccccc2[nH]1)c1ccc([N+](=O)[O-])cc1	-6	-3	-1	-2	0.6

nr	HTRA1 inh	NPR1 activator	rCAG RNA binder	ASAP1 GAP inh	ARFGAP1 inh
11	-5	-4	-2	-1	1
12	-11	8	1	13	4
13	8	-2	9	-6	8
14	1	6	-6	8	-12
15	0	-2	6	-19	1
16	-2	0	-6	-4	20
17	0	-2	-1	-3	6
18	-30	5	8	-15	24
19	-25	1	20	11	5
20	-1	-1	3	-7	-3

Given screen by screen: part of the list above.
11	Clc1cccc(Cl)c1COn1nnc2ccccc21
12	Fc1ccc(C2=NN(c3ccccc3)C(c3ccco3)C2)cc1 (centres undefined)
13	CC(C)c1ccc(NC(=O)Cc2ccc(NC3=NC4CS(=O)(=O)CC4S3)cc2)cc1 (centres undefined)
14	CCN(CCn1cccn1)C(=O)c1cc(COc2ccc(F)cc2Cl)on1
15	O=C(COC(=O)c1cc(=O)[nH]c2ccccc12)Nc1cccc(S(=O)(=O)N2CCOCC2)c1
16	CN(C)CCN(Cc1ccccc1)S(=O)(=O)c1ccc2c(c1)n(C)c(=O)c(=O)n2C
17	COc1ccc(C(CC(=O)O)N2Cc3ccccc3C2=O)cc1 (centres undefined)
18	COc1ccc(NC(=O)COC(=O)c2c3c(nc4ccccc24)CCCC3)cc1

screen / no. | 11 | 12 | 13 | 14 | 15 | 16 | 17 | 18
GC-B act | -5 | -5 | -5 | 4 | -11 | -2 | -2 | 5
Rev-erbA mod | 1 | 5 | 0 | 9 | 4 | -2 | 2 | 3
SMARCA2 act | 0 | -2 | -1 | 0 | -2 | 0 | -1 | -2
ABHD4 inh | 3 | 7 | -7 | -1 | -1 | 0 | 2 | -2
PG9 binder | -2.1 | 1.9 | -1.6 | 1.0 | 0.5 | 0.2 | -0.5 | -1.6
HTRA1 inh | -5 | -11 | 8 | 1 | 0 | -2 | 0 | -30
NPR1 activator | -4 | 8 | -2 | 6 | -2 | 0 | -2 | 5
rCAG RNA binder | -2 | 1 | 9 | -6 | 6 | -6 | -1 | 8
ASAP1 GAP inh | -1 | 13 | -6 | 8 | -19 | -4 | -3 | -15
ARFGAP1 inh | 1 | 4 | 8 | -12 | 1 | 20 | 6 | 24

19	COc1ccc(NS(=O)(=O)c2ccc(NC(=O)CCNS(=O)(=O)c3ccc(C)cc3)cc2)cc1
20	O=C(NCc1nc2ccccc2[nH]1)c1ccc([N+](=O)[O-])cc1

screen / no. | 19 | 20
GC-B act | 1 | -6
Rev-erbA mod | 7 | -3
SMARCA2 act | -2 | -1
ABHD4 inh | -6 | -2
PG9 binder | 0.7 | 0.6
HTRA1 inh | -25 | -1
NPR1 activator | 1 | -1
rCAG RNA binder | 20 | 3
ASAP1 GAP inh | 11 | -7
ARFGAP1 inh | 5 | -3

The list goes on:
nr	SMILES	GC-B act	Rev-erbA mod	SMARCA2 act	ABHD4 inh	PG9 binder
21	OC(COC(c1ccccc1)c1ccccc1)CN1CCN(c2cccc(Cl)c2)CC1 (centres undefined)	3	1	-1	4	-0.3
22	Cc1ccc(N/C=C/c2onc(C)c2[N+](=O)[O-])cc1	-6	1	3	7	-2.2
23	O=C(O)c1cc(Cl)ccc1-c1ccc(/C=C/c2cc(C(F)(F)F)[nH]c(=O)n2)o1	-5	3	-1	-8	-2.5
24	COc1ccccc1CCc1nnc(CCC(=O)NC(C)Cc2cccs2)o1 (centres undefined)	3	4	1	-1	-0.7
25	O=C(CSC(=S)N1CCCC1)Nc1ncc(Cl)cc1Cl	-2	1	-3	1	-0.9
26	COc1cccc(C2NC(=O)CCC2[N+](=O)[O-])c1OC (centres undefined)	1	-4	2	-2	-0.1
27	Cc1cccc(OCc2nnc(SCC(=O)Nc3ccc(C)c(C)c3)o2)c1	0	-1	1	-4	0.2
28	CCCOC(=O)c1ccc(Oc2coc3c(CN(CC)CC)c(O)ccc3c2=O)cc1	-1	1	-1	9	2.7
29	CCOc1ccc(-n2ccc(=O)c(C(=O)Nc3ccc(S(=O)(=O)N4CCOCC4)cc3)n2)cc1	0	-9	-1	5	0.3
30	C/C(=N\Nc1nnc(C)c(=O)[nH]1)C(=O)O	3	-3	-3	3	2.3

nr	HTRA1 inh	NPR1 activator	rCAG RNA binder	ASAP1 GAP inh	ARFGAP1 inh
21	-21	4	0	5	-11
22	3	0	0	-3	4
23	2	-3	-188	-3	-15
24	0	-5	-8	-1	2
25	-1	3	-2	1	4
26	5	-2	-1	-4	4
27	-10	1	-3	-9	1
28	0	6	2	0	2
29	0	3	2	5	10
30	0	3	0	4	-3

Remaining list, next part
nr	SMILES	GC-B act	Rev-erbA mod	SMARCA2 act	ABHD4 inh	PG9 binder
31	CCC(CC)COC(=O)C1=C(C)NC(=O)NC1c1ccc(N(C)C)cc1 (centres undefined)	-8	2	-4	-11	-1.6
32	COc1ccccc1Nc1ccc(C(=O)NC2CCCCC2)cn1	.	.	3	5	-1.7
33	O=C(CN1c2ccccc2S(=O)(=O)c2ccccc21)NCc1ccccc1	7	-3	0	1	0.7
34	CCOC(=O)c1c(CN(C)C)n(C)c2ccc(OC(C)=O)cc12	5	0	0	13	0.7
35	C/C(=N\S(=O)(=O)c1ccc(C)cc1)N1CCCCC1	1	-5	4	1	0.1
36	CN(C)c1ccc(C(CNC(=O)c2cccs2)N(C)C)cc1 (centres undefined)	-2	4	6	4	-1.6
37	COc1ccc(OC)c(NC(=O)CN(Cc2ccc(Cl)cc2)S(C)(=O)=O)c1	-19	3	-3	-2	1.3
38	O=C(Nc1ccc(OC(=O)c2ccccc2)c(-c2nc3ccccc3s2)c1)c1ccccc1	0	18	-2	1	-3.3
39	COc1ccccc1CC(=O)Nc1ccc(Cl)cc1C(=O)O	-4	-1	-2	-4	2.0
40	COc1ccc(NC(=O)COC(=O)CCSc2ccccc2)cc1OC	2	-4	-2	5	-1.2

nr	HTRA1 inh	NPR1 activator	rCAG RNA binder	ASAP1 GAP inh	ARFGAP1 inh
31	6	-6	-3	-8	-4
32	-4	.	-5	-2	-4
33	-11	5	8	-7	3
34	4	-3	-3	0	-9
35	-4	-2	-1	4	-13
36	6	-3	-4	8	-3
37	-3	-33	-2	0	10
38	-2	-4	3	6	-7
39	-4	0	4	11	8
40	7	1	-3	6	3

Remaining list, next part:
nr	SMILES	GC-B act	Rev-erbA mod	SMARCA2 act	ABHD4 inh	PG9 binder
41	CCOC(=O)CN1NC2(CCCCCCC2)NC1=S	8	-8	-4	-12	0.5
42	N#CN=CN1CC=C(c2ccc(Cl)cc2)CC1	0	3	1	-3	2.7
43	CCCN1CCN(S(=O)(=O)c2ccc(-n3cnnn3)cc2)CC1	2	-2	-2	-2	-1.1
44	CCC(C)N(C(=O)CSc1nc(C)c(C)c(C)c1C#N)C1CCS(=O)(=O)C1 (centres undefined)	3	-2	-4	1	-2.6
45	CCC(C(=O)N1CCc2ccccc2C1)n1nc(C)n2c(cc3occc32)c1=O (centres undefined)	-8	-13	0	0	0.7
46	O=S1(=O)CCN(Cc2ccccc2)CC1	6	5	-6	2	-1.6
47	Cc1ccc(N2CN(S(=O)(=O)c3cccc([N+](=O)[O-])c3)c3nc4ccccc4nc32)cc1	-1	-6	5	0	-1.7
48	CCN(CC)CCCNC(=O)C1CCN(C(=O)c2oc3cc4sc(N(C)C)nc4cc3c2C)CC1	-2	-3	0	1	1.0
49	CCOC(=O)C(CC)Sc1nnc2c3cc(C)ccc3n(C)c2n1 (centres undefined)	1	6	-4	-1	-0.3
50	NC(=S)NC1CC2C=CC1C2 (centres undefined)	0	-2	0	1	-1.0
51	Cc1cccc(C(=O)Nc2cccc(C(=O)N/N=C/c3ccccn3)c2)c1	2	2	1	-18	-0.2
52	Cn1nccc1C(=O)Nc1cccc(S(=O)(=O)N2CCOCC2)c1	0	1	1	-1	-0.6
53	C[C@@H]1CN([C@@H](C)CO)C(=O)CCCn2nncc2CO[C@@H]1CN(C)C(=O)Nc1ccc(C(F)(F)F)cc1	0	9	3	0	0.0

nr	HTRA1 inh	NPR1 activator	rCAG RNA binder	ASAP1 GAP inh	ARFGAP1 inh
41	10	3	0	-10	4
42	4	2	2	-7	-4
43	2	1	0	12	0
44	-2	-1	3	-9	5
45	3	-8	4	-6	4
46	1	0	2	-16	5
47	-1	0	5	-1	10
48	-5	1	-2	9	15
49	-17	2	-8	-1	4
50	-11	-2	-1	-1	13
51	-16	3	-1	-10	-1
52	2	0	1	0	13
53	0	2	-1	-2	-5
